From PubChem
Scp1 inh = Scp-1 phosphatase inhibitors, primary screen, biochemical, colorimetric, uHTS; Carboxy-terminal domain RNA polymerase II polypeptide A small phosphatase 1 (Homo …; Recombinant Scp1, phosphopeptide, malachite green phosphate absorbance; inhibition, % at 20 µM; 340,000 tested, 0.88% active; AID 493091, 2011;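 active = inhibition above about 50% at 20 µM, limit read from the data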;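 also: plate controls were DMSO wells with enzyme for no effect and wells lacking enzyme for full effect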
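System: truncated SCP-1 phosphatase (76-261aa); medium: Tris acetate buffer pH 5.5 with MgCl2 and Tween-20; incubation: 45 min room-temperature reaction, 5 min colour, 30 min stabiliser; compound: single 20 µM dose, 1% DMSO; reagent: Phosphorylated 17-residue peptide substrate; read-out: % inhibition at 20 µM; technique: colorimetric free-phosphate detection, absorbance 630 nm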
Tb MetRS inh = T. brucei MetRS inhibitors, primary screen, biochemical, luminescence. methionyl-tRNA synthetase (Trypanosoma brucei brucei). purified T. brucei MetRS, ATP depletion, Kinase-Glo luminescence. inhibition, % at 11.9 µM. 360,000 tested, 0.4% active. AID 624268, 2012;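 active = inhibition above a per-plate cutoff of the control wells' mean inhibition plus 3 SD, cut at about 5.5% in these data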;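 also: 0% = DMSO wells median and 100% = median of wells with control inhibitor compound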
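Measured by: Kinase-Glo luciferase luminescence reporting remaining unconsumed ATP. Material: purified T. brucei MetRS enzyme. Doses: 11.9 µM compound single dose, 0.9% DMSO. Medium: HEPES buffer containing pyrophosphatase, BSA, spermine, DTT. Times: 15 min preincubation, 2 h reaction, all 25 °C. Reagent: methionine, ATP and bulk E. coli tRNA.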
MsrA act = bovine MsrA enzyme activators, primary screen, biochemical, absorbance, HTS; Methionine sulfoxide reductase A (Bos taurus); purified bovine MsrA, absorbance read-out; activation, % at 10.6 µM; 360,000 tested, 0.3% active; AID 602163, 2012; in the data active = activation above about 7.5%;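 also: 0% = vehicle and 100% = reference activator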
eLon inh = inhibitors of E. coli Lon protease, primary screen, biochemical, fluorescence polarization; P0A9M0; purified E. coli Lon protease; inhibition, % at 7.94 µM; 360,000 tested, 0.42% active; AID 602123, 2011; in the data active = inhibition above about 13%, passing the limit was not always enough;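 also: 0% = enzyme with probe and DMSO and 100% = no enzyme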
Target sequence (P0A9M0 whole entry, looked up): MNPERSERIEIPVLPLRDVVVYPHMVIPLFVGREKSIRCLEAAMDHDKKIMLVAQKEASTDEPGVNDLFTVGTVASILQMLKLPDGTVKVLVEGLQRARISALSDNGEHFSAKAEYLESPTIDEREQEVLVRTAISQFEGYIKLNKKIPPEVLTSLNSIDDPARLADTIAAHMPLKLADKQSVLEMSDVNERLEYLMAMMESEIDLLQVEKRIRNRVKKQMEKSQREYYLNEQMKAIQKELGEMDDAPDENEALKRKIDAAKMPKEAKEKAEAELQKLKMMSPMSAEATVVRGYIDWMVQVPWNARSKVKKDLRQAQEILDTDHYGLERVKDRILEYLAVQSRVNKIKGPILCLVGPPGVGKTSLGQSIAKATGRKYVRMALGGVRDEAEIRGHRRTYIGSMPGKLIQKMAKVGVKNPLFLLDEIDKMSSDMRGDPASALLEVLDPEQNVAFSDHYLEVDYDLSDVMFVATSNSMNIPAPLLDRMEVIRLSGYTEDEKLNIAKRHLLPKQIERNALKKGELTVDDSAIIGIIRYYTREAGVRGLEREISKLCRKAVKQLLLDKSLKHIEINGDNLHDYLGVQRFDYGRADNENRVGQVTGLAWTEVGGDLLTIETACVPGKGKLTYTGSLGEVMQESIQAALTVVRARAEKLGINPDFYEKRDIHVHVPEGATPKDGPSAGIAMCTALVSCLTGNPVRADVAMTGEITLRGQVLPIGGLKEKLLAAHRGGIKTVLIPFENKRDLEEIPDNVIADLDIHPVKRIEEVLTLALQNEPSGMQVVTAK
STEP block = STEP phosphatase inhibitors, primary screen, biochemical, fluorescence intensity, uHTS; Tyrosine-protein phosphatase non-receptor type 5 (Homo sapiens), P54829; recombinant STEP, OMFP fluorogenic substrate; inhibition, % at 20 µM; 360,000 tested, 0.25% active; AID 588621, 2011;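 active = inhibition at 20 µM, scaled per plate between control wells, above about 37%, limit read from the data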;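 also: 0% = DMSO with enzyme and substrate and 100% = substrate only without enzyme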
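medium = Bis-Tris buffer pH 6.0, 2.5 mM DTT, 0.005% Tween 20 | test system = STEP (striatal-enriched tyrosine phosphatase) enzyme, cell-free | measure = normalized % inhibition | compound dosing = 20 µM, 1% DMSO | also added = 25 µM OMFP | schedule = reaction 20 min, ambient temperature | measured by = fluorescence read at 480 nm ex / 540 nm em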
LMPTP inh = LMPTP phosphatase inhibitors, primary screen, biochemical, fluorescence intensity, uHTS | inhibition, % at 20 µM | recombinant LMPTP-A, OMFP fluorogenic substrate | 360,000 tested, 0.22% active | AID 651560, 2012 | Low molecular weight phosphotyrosine protein phosphatase (Homo sapiens), P24666;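 active = compounds that cut the enzyme signal by at least half of the control window in the single-dose screen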;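 also: plate controls were DMSO wells with enzyme plus substrate for no effect and substrate without enzyme for full effect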
Target sequence (P24666 whole entry, looked up): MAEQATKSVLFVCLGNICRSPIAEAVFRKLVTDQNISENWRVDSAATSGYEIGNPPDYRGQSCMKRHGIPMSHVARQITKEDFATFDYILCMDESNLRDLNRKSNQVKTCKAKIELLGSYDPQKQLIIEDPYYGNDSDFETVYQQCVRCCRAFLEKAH
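Test system – LMPTP-A phosphatase enzyme · Quantity – 0.625 nM LMPTP-A final · Reagent – OMFP substrate, 400 µM final · Dosing – one test concentration per compound, 20 µM, with 3% DMSO overall · Timing – 50 min enzyme reaction at room temperature, protected from light · Detection – fluorescence intensity · Controls – substrate-only low control, DMSO enzyme-plus-substrate high control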
SUMO1 PPI mod = modulators of SUMO1 protein-protein interactions, primary screen, biochemical, uHTS; AID 602429, 2012; 360,000 tested, 0.33% active; inhibition, % at 20 µM; Small ubiquitin-related modifier 1 (Homo sapiens), P63165; SUMO1 binding to a labelled peptide, TR-FRET, 1 h; in the data active = inhibition above about 37%
Target sequence (P63165 whole entry, looked up): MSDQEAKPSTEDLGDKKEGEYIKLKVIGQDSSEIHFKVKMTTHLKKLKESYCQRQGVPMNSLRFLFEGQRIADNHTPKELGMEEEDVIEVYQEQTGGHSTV
CendR NRP1 mod = modulators of CendR peptide binding to NRP-1, primary screen, biochemical, fluorescence polarization, uHTS | FAM-RPARPAR peptide binding to NRP-1 | inhibition, % at 25 µM | Neuropilin-1 (Homo sapiens), O14786 | 360,000 tested, 0.85% active | AID 602438, 2012;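 active = inhibition or corrected inhibition above about 18%, plus a signal ratio from 0.5 to 1.5, limit read from the data, passing the limit was not always enough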; also: strong numbers were not always called active
MsrA inhibitor = bovine MsrA enzyme inhibitors, primary screen, biochemical, absorbance, HTS; Methionine sulfoxide reductase A (Bos taurus); purified bovine MsrA, absorbance read-out; inhibition, % at 15.5 µM; 360,000 tested, 0.75% active; in the data active = inhibition above about 4.5%;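 also: 0% = vehicle wells with enzyme and 100% = reference inhibitor wells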
DNMT1 inh = human DNMT1 methyltransferase inhibitors, primary screen, biochemical, molecular beacon, fluorescence, HinP1I cleavage, uHTS | DNA (cytosine-5)-methyltransferase 1 (Homo sapiens), P26358 | inhibition (reported as % activation of signal), % at 10 µM | 360,000 tested, 0.83% active | AID 588458, 2011; in the data active = inhibition above about 50%
* hit, by the source's call; . = not tested or not shown.

A first look:
SMILES	Scp1 inh	Tb MetRS inh	MsrA act	eLon inh	STEP block	LMPTP inh	SUMO1 PPI mod	CendR NRP1 mod	MsrA inhibitor	DNMT1 inh
CC(=O)Nc1ccccc1-c1nc2ccc(C(=O)N3CCN(c4ccccc4)CC3)cc2[nH]c1=O	-9	-0.6	-10	-9	-3	0.4	-14	-7	1.7	2
COc1ccc(NC(=O)CSc2nnc(NC(=O)c3ccc(S(=O)(=O)N4CCOCC4)cc3)s2)cc1	-2	0.0	-2	-2	6	-2.3	12	-8	1.1	-2

The listing (from the top)
SMILES	Scp1 inh	Tb MetRS inh	MsrA act	eLon inh	STEP block	LMPTP inh	SUMO1 PPI mod	CendR NRP1 mod	MsrA inhibitor	DNMT1 inh
CC(=O)Nc1ccccc1-c1nc2ccc(C(=O)N3CCN(c4ccccc4)CC3)cc2[nH]c1=O	-9	-0.6	-10	-9	-3	0.4	-14	-7	1.7	2
COc1ccc(NC(=O)CSc2nnc(NC(=O)c3ccc(S(=O)(=O)N4CCOCC4)cc3)s2)cc1	-2	0.0	-2	-2	6	-2.3	12	-8	1.1	-2
Cc1nc2ccccc2n1C(C)c1ccccc1 (stereo not drawn)	-6	-0.2	-3	8	1	-0.6	5	0	0.8	1
CC(C)(C)NC(=O)C(c1ccncc1)N(C(=O)CNC(=O)c1ccco1)c1ccc2c(c1)OCO2 (stereo not drawn)	-2	0.5	0	0	2	0.9	1	4	0.2	-2
O=C(COC(=O)c1ccc2c(c1)C(=O)N(Cc1ccncc1)C2=O)Nc1ccccc1[N+](=O)[O-]	-4	-0.7	-2	-1	-2	28	-24	7	0.0	-2
O=C(Nc1cccc(C(=O)N2CCN(c3ccccc3)CC2)c1)c1ccco1	-7	-0.8	-5	-9	1	-0.8	1	8	-0.4	-1
Cc1cc(C(=O)Cn2nc(C(=O)O)c3ccccc3c2=O)c(C)n1-c1ccc(OC(F)F)cc1	-15	-0.1	-5	0	1	4.5	1	0	0.8	-1
Cc1ccccc1-c1cc2c(c3c1ccn3C)C1CCC2C1 (stereo not drawn)	.	-0.9	-5	-8	2	1.9	-10	0	0.5	11
Cn1c(NC(=S)Nc2ccccc2)nc2ccccc21	3	-0.7	-7	8	0	1.2	4	-3	3.1	7
Cc1ccc(CN2CCN(/N=C/c3ccc(N(C)C)cc3)CC2)cc1	5	-0.4	-3	-5	1	-0.6	-3	-7	0.1	-2
CC(C)(C)C1CCC(=NNc2ncc(C(F)(F)F)cc2Cl)CC1 (stereo not drawn)	-11	-0.5	-3	-11	-1	-0.8	1	-4	-0.6	2
O=C(COC(=O)/C=C/c1ccc(OC(F)F)cc1)NCCN1C(=O)CSC1=O	-2	-0.4	2	-2	-2	-1.0	-8	-2	-0.7	-2
Cc1ccn(CC(=O)N/N=C/c2cc([N+](=O)[O-])ccc2O)n1	2	-1.3	-12	1	2	-0.3	-12	2	1.8	4
CCCOC(=O)c1ccc(NC(=O)c2nc3nc(C)cc(C)n3n2)cc1	0	-0.3	7	7	-2	-1.8	6	-3	-0.2	1
CCN(CC)S(=O)(=O)c1ccc2[nH]c(=O)cc(C(=O)Nc3ccccc3N3CCOCC3)c2c1	-8	-0.2	-6	-5	-1	0.9	-1	14	0.6	-3
CC1=NC2(CCCc3c2no[n+]3[O-])N(O)C1(C)C (stereo not drawn)	-4	0.6	-2	-1	-1	-1.2	3	17	3.1	3
COc1ccc(C2c3ccsc3CCN2C(=O)C(C)(C)C)cc1 (stereo not drawn)	-34	0.6	-2	-3	2	-1.6	3	11	0.3	1
Cc1ccc(NC(=O)COc2ccccc2[N+](=O)[O-])nc1	-9	-1.3	6	-3	2	1.4	-3	10	-0.1	1
COc1ccccc1NC(=O)Cn1c(C)cc(=O)c2cccc(OC)c21	-9	0.2	-3	7	2	0.6	4	-8	-0.5	-1
CCN1CCN(c2cc(C)c3cc(NC(=O)c4cnccn4)ccc3n2)CC1	-7	-0.6	-10	-7	1	0.5	-11	-4	1.2	3
O=C(COC(=O)c1cc([N+](=O)[O-])ccc1N1CCOCC1)Nc1c(Cl)cccc1C(F)(F)F	-11	0.0	2	6	-1	0.4	-18	17	2.0	2
COc1ccc(C(=O)NCc2ccc(C(=O)O)o2)cc1	8	0.4	-2	-2	2	-1.6	-1	-4	0.9	1
C=CCc1c(C)nc2cc(-c3ccc(C)cc3)[nH]n2c1=O	1	0.3	-5	1	-3	-0.1	3	2	-0.5	3
Cc1ccc(-c2cn(CCN)c(-c3ccc(Cl)nc3)n2)cc1	2	-0.3	-7	-2	-1	-1.4	5	-5	-0.3	1
CC(=O)Nc1cccc(NC(C)=O)n1	5	-0.5	-2	-7	-1	-0.4	1	2	-0.8	1
N#CC1=C(N)OC2=C(CCc3ccccc32)C1c1ccccc1 (stereo not drawn)	-7	0.1	-2	-3	0	2.9	-17	-10	0.2	4
CC(C)(C)c1ccc(C(=O)c2c[nH]c(C(=O)NCc3cccnc3)c2)cc1	-4	-0.9	-1	5	0	-0.3	2	-3	-0.1	-10
CC(OC(=O)C1CC1C)C(=O)Nc1ncc(Cl)cc1Cl (stereo not drawn)	-5	-0.4	-2	1	-3	-0.9	1	7	-1.4	0
Brc1ccc(CSc2ncnc3nc[nH]c23)cc1	-10	0.9	-2	-10	-3	-0.5	6	6	-0.3	-1
COC(=O)C1CCN(C(=O)COc2ccc(Cl)cc2)CC1	-7	0.1	-2	-5	2	-1.5	2	14	0.2	2
Cc1ccc(NC(=O)COC(=O)C2CCC2)cc1S(=O)(=O)N1CCCCC1	-8	-0.1	-7	2	0	-0.5	0	2	1.7	0
COC(=O)[C@H](Cc1ccccc1)NC(=O)c1cc(COc2c(F)cccc2F)on1	3	-0.3	-7	6	0	0.4	2	-8	-0.4	-4
Cc1ccccc1NC(=O)C1CC(=O)N(c2ccccc2F)C1 (stereo not drawn)	-11	-0.5	-1	3	-2	-1.6	0	1	1.0	-2
Cc1ccc(C)c(CN2C(=O)C(C)Oc3ccc(C)cc32)c1 (stereo not drawn)	0	-0.2	-4	-2	2	1.2	3	11	0.3	-3
C=CCN1C(=O)CSc2ccc(C(=O)NCc3ccc(F)cc3)cc21	-5	0.4	-2	-5	-1	0.5	1	0	-0.3	1
CCOC(=O)CC(NC(=O)Cn1nnc(-c2ccccc2F)n1)c1ccccc1Cl (stereo not drawn)	-5	-0.7	-1	6	1	0.2	-3	0	-0.8	3
CC(=O)c1cc2ccc(O)cc2oc1=O	0	0.1	-7	1	0	-1.2	-22	13	1.0	-1
COc1cccc(COC(=O)C2CCN(S(=O)(=O)c3ccc(F)cc3)CC2)c1OC	-18	-0.3	-2	4	1	-0.2	8	0	-0.3	1
CN(C)c1nc(N(C)C)n(Cc2c(Cl)cccc2Cl)n1	-1	-0.5	-3	-7	0	-1.6	0	-6	-0.3	3
Cc1cccc2nc(=S)n(C(=O)c3ccco3)n12	15	-0.6	0	-1	2	-1.5	3	-3	1.3	3
Cc1c(NS(=O)(=O)c2ccccc2)c(=O)n(-c2ccccc2)n1C	-5	0.1	-2	-1	1	-0.4	-2	11	0.7	3
CN(CCc1ccccc1)C(C(=O)c1ccc2c(c1)OCO2)c1nnnn1-c1ccccc1NC(=O)OC(C)(C)C (stereo not drawn)	.	-0.9	.	.	.	0.9	-4	0	1.1	.
O=C(CSc1cccc[n+]1[O-])NN(c1ccccc1)c1ccccc1	-1	-0.8	-1	1	-2	-0.2	-5	-15	0.0	-1
CSc1ccc(NC(=O)CC(C)=O)cc1	-7	-0.5	-3	-4	3	-1.2	1	8	0.9	1
CCNCc1cc(OCC)c(OCC(=O)NCCc2ccccc2)cc1Cl	-5	0.8	-2	-3	-2	-0.2	-7	12	0.9	0
NC(=O)C1CCN(C(=O)CC2(CC(=O)O)CCCCC2)CC1	7	-1.5	-14	1	1	-0.3	6	27*	0.5	-4
COc1ccc(CC(=O)Nc2ccccc2NC(=O)c2ccco2)cc1OC	-7	-0.3	-5	-2	-1	0.0	5	8	0.1	-1
COc1ccc(S(=O)(=O)Nc2ccc3c(c2)C(=O)N([C@H](C)CO)C[C@H](C)[C@@H](CN(C)C(=O)Nc2c(C)noc2C)OCCCC[C@H](C)O3)cc1	.	-0.9	5	-6	1	-1.3	4	13	0.1	0
CCC1(c2ccccc2)NC(=O)N(CC(=O)Nc2ccccc2C(=O)N2CCCCC2)C1=O (stereo not drawn)	1	-0.4	-4	-7	-1	-0.7	-2	21*	-0.6	-2
CC(NC(=O)C(=O)NCc1cccs1)c1ccccc1 (stereo not drawn)	-10	-0.1	-1	-3	0	0.2	2	8	-0.3	0
O=S(=O)(NCCN1CCOCC1)c1cc(Cl)c(Cl)cc1Cl	0	-0.9	-9	7	-5	-1.0	-1	3	-0.1	2
COc1ccccc1-c1ccc(SCc2ccccc2)nn1	-2	-0.9	3	0	2	0.7	2	5	-1.0	5
Clc1ccc(-c2csc(N3CCSCC3)n2)cc1	-6	-0.2	-3	1	2	2.4	-1	4	-0.1	-4
COc1ccc(CN2CCC2(C)C(=O)Nc2ccc(OC)c(OC)c2)cc1 (stereo not drawn)	.	-0.3	1	9	-1	1.2	-2	4	0.5	2
Cc1cccc(N2CCN(C(=O)CCN3C(=O)C4C5C=CC(C5)C4C3=O)CC2C)c1 (stereo not drawn)	-4	-1.1	-6	1	-1	-1.1	-2	-3	-0.7	11
CCC(C)NC(=O)COc1ccccc1[N+](=O)[O-] (stereo not drawn)	-7	-0.2	-4	4	-3	-5.1	-7	4	0.0	12
O=C(CSc1n[nH]c(=O)n1C1CC1)Nc1ccc(Cl)cc1Cl	-3	-0.1	-2	-8	1	-0.4	-3	0	-0.3	-1

Not a hit list; any-hit rate near 4.3%.
